Screens as filed in PubChem BioAssay.
MRP resist rev: compounds reversing MRP-mediated drug resistance. AID 602. differential viability (reversal), % at 10 µM. 85,000 compounds, 0.04% hits. H69AR cells + 2 uM doxorubicin, CellTiter-Glo, 72 h;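 active means viability drop by adding the cancer drug above about 55%, with treated viability meeting a 40% cutoff, limit read from the data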;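 further: viability without doxorubicin minus viability with 2 µM doxorubicin for each compound; larger differential means the compound sensitizes cells more to doxorubicin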
PLAP inhibition: PLAP enzyme inhibitors, biochemical, luminescence, HTS (AID 690). purified PLAP, luminescent substrate; higher % means a stronger effect. 96,000 compounds, 0.08% hits. inhibition, % at 20 µM, or IC50 in µM where a hit was titrated; in the data active means a potency from the dose series; inactive means the rest, 99 in 100 with inhibition below about 30%; further: strong numbers were not always called active
Bcl-B TR3 displacers: displacers of TR3 peptide from Bcl-B, primary screen, selectivity assay for Bfl-1 inhibitor project, biochemical, fluorescence polarization; FP displacement of FITC-TR3 peptide from Bcl-B; higher % means a stronger effect; displacement, % at 20 µM, or IC50 in µM where a hit was titrated; 96,000 compounds, 0.11% hits; AID 748;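 active means displacement above 50% at 20 µM plus a fluorescence interference ratio under 1.5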;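 further: plate controls were wells without compound for no effect and wells lacking Bcl-B protein for full effect; a part of the inactive calls stands beside numbers as strong as those of hits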
IL1B NFkB pot: enhances IL-1B driven NFkB nuclear translocation. HUVEC IL-1B NFkB p65 nuclear translocation imaging. activation, % at 2 µM. 94,000 compounds, 0.3% hits;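 active means activation above 40%, about the mean plus 3 SD, also judged a hit on visual image review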;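 further: percent activation is computed from the nuclear over cytoplasmic p65 intensity ratio; values of inactives mirror those of a sister screen read the other way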
IL1B NFkB inh: blocks IL-1B driven NFkB nuclear translocation in HUVEC cells; inhibition, % at 2 µM; HUVEC IL-1B NFkB p65 nuclear translocation imaging; AID 796; 94,000 compounds, 0.43% hits;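 active means inhibition above about 30% together with a positive call from visual inspection of the well image, limit read from the data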;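 further: nuclear over cytoplasmic p65 intensity ratio measured by imaging; 0% = IL-1B stimulated DMSO wells and 100% = unstimulated DMSO wells; values of inactives mirror those of a sister screen read the other way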
MRP resist rev cytotoxicity: recorded beside MRP resist rev, whose call it bears; viability, %; H69AR cells, CellTiter-Glo, 72 h; measured here: cytotoxicity without doxorubicin
MRP resist rev with doxorubicin: further read-out of MRP resist rev, marked with its call; viability, %; measured here: viability with 2 uM doxorubicin; hits give low values
IL1B NFkB inh cell count 2 µM: second read-out of IL1B NFkB inh, no call of its own (marks repeat the call); cell count; measured here: cells passing quality filter;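 raw number of nuclei counted in each imaged well without normalization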
IL1B NFkB pot cell count 2 µM: recorded beside IL1B NFkB pot, whose call it bears; cell count; measured here: cells passing quality filter
Active calls of the source: *; x = no result given. Only part of the results is shown; count on the stated rates, not on these rows.

SMILES	MRP resist rev	MRP resist rev cytotoxicity	MRP resist rev with doxorubicin	PLAP inhibition	Bcl-B TR3 displacers	IL1B NFkB pot	IL1B NFkB pot cell count 2 µM	IL1B NFkB inh	IL1B NFkB inh cell count 2 µM
CCCCCn1c(NCc2ccco2)nc2ccccc21	12.5	79.5	67.0	9.5%	-0.4%	8.4	168	-8.4	168
COc1ccc2nc(CC(C)(C)CC(=O)O)c[n+]([O-])c2c1	8.6	91.1	82.5	16.3%	0.9%	9.7	179	-9.7	179
COc1ccc(Cl)cc1NC(=O)CSc1nc(N2CCCCC2)nc(N2CCCCC2)n1	6.9	89.8	82.9	-23.7%	-4.8%	-0.3	98	0.3	98
COC(=O)C1=C(C)NC(=O)CC1c1cccc(Cl)c1Cl (stereo not drawn)	7.6	90.8	83.2	7.0%	-2.5%	x	x	x	x
CN1CCN(C(=O)c2c(NC(=O)c3ccco3)sc3c2CCC(C(C)(C)C)C3)CC1 (stereo not drawn)	8.8	94.8	86.0	-49.2%	6.6%	18.1	122	-18.1	122
CN(Cc1ccccc1)S(=O)(=O)c1ccc(OCC(=O)N2CCOCC2)cc1	2.9	89.2	86.3	-9.5%	-8.3%	-22.1	65	22.1	65
COc1ccc(NC(=O)c2ccc(CN(c3cc(Cl)ccc3C)S(=O)(=O)c3ccccc3)cc2)cc1OC	x	x	x	-33.2%	7.9%	-6.6	142	6.6	142
CCN(CCCCN1C(=O)c2ccccc2C1=O)c1ccc2c(c1)C(=O)N(C)C2=O	1.9	68.7	66.9	-24.5%	-3.4%	x	x	x	x
CC1(CC(=O)O)SC(=O)NC1=O (stereo not drawn)	-9.1	91.0	100.2	1.6%	-6.0%	0.2	149	-0.2	149
Cc1ccc2c(c1)-c1cc(C)nn1C(c1sccc1C)N2 (stereo not drawn)	x	x	x	-49.1%	-8.0%	x	x	x	x
Cc1ccc2c(c1)sc1nc(=O)n(-c3ccc(Cl)c(Cl)c3)c(=O)n12	x	x	x	4.9%	-0.4%	0.0	164	0.0	164
Cn1cccc1Cc1nnc(SCC(=O)N2CCCCCC2)n1CCc1ccccc1	2.0	83.2	81.2	-57.8%	-5.4%	6.7	137	-6.7	137
CN1CCN(C2=Cc3ccc(Cl)cc3Sc3ccc(F)cc32)CC1	3.5	21.2	17.6	x	x	1.3	123	-1.3	123
CCOC(=O)c1sc2nc(SC)nc(-c3ccccc3)c2c1N	x	x	x	-7.8%	-7.3%	11.7	180	-11.7	180
COc1ccc(/C=C(/C(=O)Nc2ccccc2C(=O)NC(C)C)c2ccccc2)cc1	x	x	x	-15.0%	-16.2%	3.7	139	-3.7	139
CCCCCSc1nnc2c(n1)OC(c1cccn1C)N(C(C)=O)c1ccccc1-2 (stereo not drawn)	-4.2	85.6	89.8	-40.8%	0.0%	5.8	81	-5.8	81
CCN(Cc1ccccc1)C(=O)CCCOc1ccccc1	0.7	92.5	91.7	-19.0%	-0.2%	-6.6	130	6.6	130
Cc1ccc(C(=O)O)cc1S(=O)(=O)N1CCCC1	-2.8	104.1	106.9	8.5%	-0.2%	12.5	142	-12.5	142
O=C(Cc1ccccc1)N1CCC(C(=O)N2CCN(c3ccc(F)cc3)CC2)CC1	x	x	x	-41.1%	6.1%	2.7	108	-2.7	108
Cn1c(=O)c2[nH]cnc2n(-c2ccccc2)c1=O	15.8	101.2	85.4	-0.5%	4.7%	-3.2	146	3.2	146
COC(=O)c1sc(N)c(C(=O)OC)c1CSc1nnnn1C	2.5	88.2	85.8	8.8%	-15.8%	15.5	152	-15.5	152
Cc1cc(=O)oc2cc(NC(=O)CCC(=O)O)ccc12	x	x	x	3.5%	16.6%	-9.5	171	9.5	171
COc1ccc(-n2nnnc2SCC(=O)Nc2ccc3c(c2)OCCO3)c(OC)c1	4.5	73.2	68.6	3.1%	-9.0%	-1.9	58	1.9	58
Cc1cccc(OCCn2nc(C(=O)O)c3ccccc3c2=O)c1	10.2	96.3	86.1	-41.5%	-1.5%	-4.2	105	4.2	105
C=CCNCCCCOc1c(Cl)cc(C)cc1Br	x	x	x	-23.8%	0.8%	-11.8	111	11.8	111
Cc1cccc(C)c1NC(=O)C1NC(=O)CC1c1ccccc1 (stereo not drawn)	4.3	102.5	98.2	-3.4%	11.3%	-4.0	144	4.0	144
COCCN(C(=O)CNC(=O)c1ccco1)C(C(=O)NC1CCCCC1)c1cccc(OC)c1 (stereo not drawn)	0.9	91.6	90.8	15.7%	-4.6%	x	x	x	x
CC1=C([N+](=O)[O-])C(c2cccc(Br)c2)C2=C(N1)c1ccccc1C2=O (stereo not drawn)	x	x	x	-1.6%	12.8%	-9.2	78	9.2	78
O=C(OCC#CCSc1nnc(-c2ccncc2)o1)c1sc2ccccc2c1Cl	1.8	2.8	1.0	-74.4%	-5.1%	22.7	78	-22.7	78
O=C1CCCN1CCCn1cnc2c([nH]c3ccc(F)cc32)c1=O	7.5	98.2	90.8	8.0%	-4.4%	-8.1	145	8.1	145
Fc1ccc(COc2ccc(Br)cc2CNCc2ccncc2)cc1	x	x	x	-33.2%	-8.1%	1.6	179	-1.6	179
CCOC(=O)c1c(N2C(=O)C3C4C=CC(O4)C3C2=O)sc2c1CCCC2 (stereo not drawn)	7.5	89.8	82.3	-18.3%	-5.1%	19.0	46	-19.0	46
CCc1cc2c(=O)n(-c3ccccc3)cnc2s1	-23.5	80.9	104.4	1.6%	-1.7%	0.7	118	-0.7	118
Cc1ccc2oc(-c3cccc(NC(=O)c4ccc(Br)o4)c3C)nc2c1	11.8	96.5	84.8	17.1%	3.9%	23.5	196	-23.5	196
CCOC(=O)C1CCCN(C/C(O)=C(\C#N)c2nc(-c3ccc(Cl)cc3)cs2)C1 (stereo not drawn)	-5.6	70.4	76.0	-46.0%	0.0%	16.9	148	-16.9	148
CCOC(=O)C1CCCN(Cc2cc(Br)ccc2OC)C1 (stereo not drawn)	13.1	103.9	90.8	-39.4%	-6.3%	x	x	x	x

Some of these compounds in order of the PLAP inhibition value, lowest first:
molecule | PLAP inhibition | Bcl-B TR3 displacers | IL1B NFkB pot | IL1B NFkB pot cell count 2 µM
CC1=C([N+](=O)[O-])C(c2cccc(Br)c2)C2=C(N1)c1ccccc1C2=O (stereo not drawn) | -1.6% | 12.8% | -9.2 | 78
CCc1cc2c(=O)n(-c3ccccc3)cnc2s1 | 1.6% | -1.7% | 0.7 | 118
COCCN(C(=O)CNC(=O)c1ccco1)C(C(=O)NC1CCCCC1)c1cccc(OC)c1 (stereo not drawn) | 15.7% | -4.6% | x | x

(more compounds)
SMILES	MRP resist rev	MRP resist rev cytotoxicity	MRP resist rev with doxorubicin	PLAP inhibition	Bcl-B TR3 displacers	IL1B NFkB pot	IL1B NFkB pot cell count 2 µM	IL1B NFkB inh	IL1B NFkB inh cell count 2 µM
CC(C)(C)n1nnnc1C(c1cccs1)N(Cc1cccnc1)CC1CCCO1 (stereo not drawn)	-7.9	90.4	98.3	-49.5%	8.5%	5.6	88	-5.6	88
Cc1ccc(C)c(NC(=O)CCC(=O)OC(C(=O)c2ccccc2)c2ccccc2)c1 (stereo not drawn)	x	x	x	10.1%	-11.4%	x	x	x	x
Cc1cc(NS(=O)(=O)c2ccc(NC(=O)CCCC(=O)O)cc2)nc(C)n1	x	x	x	x	x	-14.2	169	14.3	169
CCCC1(C(=O)O)NC(c2ccccc2O)C2C(=O)N(c3cccc(Cl)c3)C(=O)C21 (stereo not drawn)	3.4	101.9	98.5	-144.2%	1.6%	-1.1	158	1.1	158
CCOC(=O)CSc1cc(C)nc(N)n1	9.8	99.6	89.8	12.9%	-9.8%	3.8	176	-3.8	176
COc1ccc(N2CCN(CCNC(=O)CCCn3c(=O)[nH]c4cc(Cl)ccc4c3=O)CC2)cc1	x	x	x	-34.9%	-6.9%	18.3	166	-18.3	166
CCCc1cc(C(=O)NCC(C)C)no1	-2.8	97.2	100.0	10.5%	15.2%	2.7	54	-2.7	54
CC1CCCCN1C(=O)c1ccc(C(=O)N2CCCCC2C)cc1 (stereo not drawn)	-17.0	74.5	91.5	-34.8%	-1.0%	14.5	137	-14.5	137
COc1ccc(OC)c(S(=O)(=O)N2CCN(C34CC5CC(CC(C5)C3)C4)CC2)c1	9.3	90.7	81.3	-31.6%	-3.0%	-4.4	140	4.4	140
O=[N+]([O-])c1ccc(Nc2nc(N/N=C\c3ccc4c(c3)OCO4)nc(N3CCCCC3)n2)cc1	x	x	x	-38.4%	3.5%	0.9	107	-0.9	107
CCOC(=O)c1c(C)[nH]c(/C(C)=N/O)c1C	-20.0	61.8	81.8	3.5%	-2.0%	15.1	168	-15.1	168
Cn1c(=O)[nH]c(=O)c2[nH]c(N(Cc3ccccc3)Cc3ccccc3)nc21	4.0	54.7	50.7	-49.6%	10.1%	-8.3	101	8.3	101
O=C1NCCCC2c3c(cc(Br)c(O)c3Br)OC12N1CCCCC1 (stereo not drawn)	-4.3	88.7	93.0	-4.2%	1.5%	8.4	178	-8.4	178
Cc1cccc(N2C(=O)CC(N(C(=O)c3ccco3)c3cccc(C)c3)C2=O)c1 (stereo not drawn)	-5.4	88.0	93.4	x	x	6.5	133	-6.5	133
Cc1c(C)c2ccc(OC3CCCCC3=O)cc2oc1=O (stereo not drawn)	7.2	83.2	76.0	22.9%	-8.9%	x	x	x	x
CS(=O)(=O)Nc1ccc(C(=O)NCCSCc2ccco2)cc1	-5.9	97.6	103.6	-25.9%	2.4%	8.6	126	-8.6	126
CC1(C)CC(NC(=O)C(F)(F)F)CC(C)(C)N1OC(=O)c1ccco1	-0.5	101.2	101.7	11.0%	-4.4%	x	x	x	x
CCOc1ccccc1N1CC(C(=O)Nc2ccc(C(=O)O)cc2)CC1=O (stereo not drawn)	-1.0	80.9	81.9	-26.2%	-9.6%	1.9	120	-1.9	120
COc1ccc(NC(C)=O)cc1NC(C)C(=O)Nc1cccc2ccccc12 (stereo not drawn)	-2.3	77.0	79.3	-44.2%	5.4%	24.7	165	-24.7	165
O=S(=O)(N1CCCCC1)n1c(Cc2ccccc2)nc2ccccc21	10.8	84.6	73.9	-15.4%	-8.7%	1.1	189	-1.1	189
O=C(Nc1cccc(O)c1)c1cc(-c2ccco2)on1	x	x	x	-0.1%	-6.1%	-5.4	161	5.4	161
O=C(CSc1nc2[nH]ncc2c(=O)n1-c1ccccc1Br)NCc1ccco1	x	x	x	-78.4%	-7.4%	8.3	135	-8.3	135
CCOc1ccc(NS(=O)(=O)c2ccc3[nH]cc(C(=O)NCCOC)c(=O)c3c2)cc1	11.1	108.8	97.8	x	10.3%	-13.3	149	13.3	149
O=C(O/N=C1\CCCc2ccccc21)c1ccc(F)cc1	x	x	x	15.1%	-3.1%	11.8	158	-11.8	158
N#Cc1c(/N=C/c2ccc(Br)s2)sc2c1CCC2	0.8	73.2	72.4	x	x	2.6	157	-2.6	157
COc1ccc(NC(=O)Nc2ccc(N3CCCC3=O)cc2)cc1OC	1.6	88.7	87.1	17.8%	-7.0%	x	x	x	x
C/C(=N\NC(=O)Cc1ccc(Cl)cc1)c1ccccn1	x	x	x	-80.9%	-6.0%	-5.9	168	5.9	168
CCCn1c(Sc2nnnn2-c2ccccc2)n[nH]c1=O	-6.0	76.0	81.9	1.6%	-9.9%	6.9	172	-6.9	172
Nc1c(N2CCCC2)cc(Cl)c2nonc12	-11.3	69.4	80.7	26.6%	20.6%	27.5	116	-27.5	116
COC(=O)c1cccc(NS(=O)(=O)c2ccc(OC)c(OC)c2)c1C	6.7	108.2	101.5	-1.2%	-3.4%	-2.3	57	2.3	57
O=C(CSc1nc2c(c(=O)n1-c1ccc(Cl)cc1)SCC2)NCC1CCCO1 (stereo not drawn)	-17.9	71.6	89.5	-10.9%	-7.5%	x	x	x	x
CC(c1ccccc1)C1CC(=O)N(c2ccc(C(=O)O)cc2)C1=O (stereo not drawn)	-8.0	93.4	101.4	-21.5%	-2.9%	11.0	127	-11.0	127
COc1cccc(C(=O)CSc2nnc(-c3cc(OC)cc(OC)c3)o2)c1	2.1	8.7	6.5	9.3%	-0.4%	-3.4	84	3.4	84
